# KDM5B inhibitor: blocks human KDM5B histone demethylase activity; KDM5B demethylase, FDH-coupled NADH fluorescence (FDH is formaldehyde dehydrogenase); AID 1347165; 220,000 tested, 2.6% active; Potency, µM (titrated, usually from 57.7 µM), for inactives: top-dose activity change, negative = inhibition, hits mostly inhibitors; active = well fitted inhibition curve with a large enough effect; inconclusive = small, poorly fitted or top-dose-only effect; inactive = no such curve, though single readings can be large or run the other way; also: 0% is about no effect; nearly all actives have a fitted effect of over 70% in size
# Target sequence (Q9UGL1 whole entry, looked up): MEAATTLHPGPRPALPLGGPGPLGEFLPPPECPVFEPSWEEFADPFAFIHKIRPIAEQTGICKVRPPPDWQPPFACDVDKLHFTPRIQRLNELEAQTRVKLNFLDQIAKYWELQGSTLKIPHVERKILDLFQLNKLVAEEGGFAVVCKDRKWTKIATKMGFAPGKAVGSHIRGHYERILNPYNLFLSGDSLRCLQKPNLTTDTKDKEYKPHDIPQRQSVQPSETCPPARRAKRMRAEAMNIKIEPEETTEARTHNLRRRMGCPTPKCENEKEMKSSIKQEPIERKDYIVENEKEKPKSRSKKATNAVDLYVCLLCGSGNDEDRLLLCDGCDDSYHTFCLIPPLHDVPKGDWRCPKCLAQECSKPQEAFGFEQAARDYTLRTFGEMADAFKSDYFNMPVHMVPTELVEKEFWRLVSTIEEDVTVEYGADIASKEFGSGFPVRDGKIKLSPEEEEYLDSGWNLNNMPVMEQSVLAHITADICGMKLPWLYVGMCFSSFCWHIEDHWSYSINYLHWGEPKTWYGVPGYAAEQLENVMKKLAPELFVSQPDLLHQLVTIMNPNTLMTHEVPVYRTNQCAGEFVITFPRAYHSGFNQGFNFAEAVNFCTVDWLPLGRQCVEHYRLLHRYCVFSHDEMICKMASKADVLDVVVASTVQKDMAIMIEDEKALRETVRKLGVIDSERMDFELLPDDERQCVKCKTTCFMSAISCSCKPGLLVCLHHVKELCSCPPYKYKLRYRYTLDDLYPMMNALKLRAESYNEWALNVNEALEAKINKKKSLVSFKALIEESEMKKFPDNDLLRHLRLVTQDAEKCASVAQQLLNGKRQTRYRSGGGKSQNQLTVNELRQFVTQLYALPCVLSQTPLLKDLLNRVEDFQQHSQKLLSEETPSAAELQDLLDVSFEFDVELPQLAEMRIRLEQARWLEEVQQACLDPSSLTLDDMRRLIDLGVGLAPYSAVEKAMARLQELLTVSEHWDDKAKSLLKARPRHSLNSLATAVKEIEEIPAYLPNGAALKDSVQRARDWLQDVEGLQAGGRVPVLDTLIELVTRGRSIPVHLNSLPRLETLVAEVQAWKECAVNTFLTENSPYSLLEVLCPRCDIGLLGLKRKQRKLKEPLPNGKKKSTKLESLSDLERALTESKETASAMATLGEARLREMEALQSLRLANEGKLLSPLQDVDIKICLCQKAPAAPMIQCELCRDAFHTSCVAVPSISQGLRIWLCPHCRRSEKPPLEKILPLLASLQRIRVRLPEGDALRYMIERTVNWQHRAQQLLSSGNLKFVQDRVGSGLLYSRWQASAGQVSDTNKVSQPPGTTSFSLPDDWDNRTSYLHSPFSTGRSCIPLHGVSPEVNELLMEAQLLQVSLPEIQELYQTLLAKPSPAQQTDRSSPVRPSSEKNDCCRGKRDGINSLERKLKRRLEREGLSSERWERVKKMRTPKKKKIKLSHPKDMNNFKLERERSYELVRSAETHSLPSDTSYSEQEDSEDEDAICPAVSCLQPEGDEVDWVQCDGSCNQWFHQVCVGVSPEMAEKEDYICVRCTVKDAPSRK
#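 KDM5BΔAP (200 nM final) in 50 mM HEPES pH 7.5, 0.01% Tween-20 was preincubated 10 min at RT with compound over a concentration range. Substrate mix (H3K4me3 12.5 µM, α-KG 25 µM, Fe²⁺, ascorbate, NAD⁺, FDH) was added, and NADH fluorescence change over 30 min gave dose-response curves.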
# Numbers without * were called inactive; ? = inconclusive; [ ] = another dose, or the depositor's remark. Potency is read from the fitted curve at half-maximal effect.
SMILES,KDM5B inhibitor
Cc1ccc([C@H]2C[C@@H](O)[C@@H](O)[C@@H]2NS(C)(=O)=O)cc1,-5%[115 µM]
O=C(Nc1ccc(Cl)c(C(F)(F)F)c1)c1ccc2ccccc2c1,-16%
COc1ccc(NC(=O)c2cc3cc(C)ccc3n2C)cc1,?
Cc1ccc(CNC(=O)c2ccc3c(c2)NC(=O)C(CS(=O)(=O)Cc2cccc(C)c2)N3)cc1 (stereo unspecified),?
O=C(CSc1c2c(nc3ccc(Cl)cc13)CCCC2)N1CCCCC1,?
CC(=O)OCc1ccc(C(=O)O)cc1,0%
O=[S+]1([O-])NCC2(CCN(Cc3ccc(F)cc3)CC2)Nc2ccccc21,-16%
CC(C)c1ccc(CC(=O)N2CCCc3ncc(C(=O)NCC(C)(C)CO)cc32)cc1,-19%[86.2 µM]
Cn1cc(C(=O)N2C[C@@H](COCC3CC3)[C@H](c3ccccn3)C2)cn1,17%
O=C(Cn1ccc2c(Cl)cccc21)Nc1ccc2c(c1)OCCO2,12%
CCCNC(=O)N1CCC(N2CC(OCC3CC3)C23CCCCC3)CC1 (stereo unspecified),-3%
Cn1c(CC(=O)Nc2ccccc2)nnc1SCC(=O)NC1=NCCS1,27%
O=C(NC[C@H]1OC[C@@H](NCc2cnc[nH]2)[C@@H]1O)c1cccs1,8%[86.2 µM]
O=C(COc1ncnc2scc(-c3ccc(F)cc3)c12)Nc1ccc(F)cc1,4%
COc1cccc(CC(=O)N2CCC(N3C(=O)C(OCC4CC4)C34CCCCC4)CC2)c1 (stereo unspecified),-8%
CCCc1cc(=O)oc2c(C)c(OCC(=O)c3ccc(-c4ccccc4)cc3)ccc12,34%[activator]
Cc1cc(C)c(Cn2c(=O)n(CCC(=O)NCc3ccc4c(c3)OCO4)c(=O)c3ccccc32)c(C)c1,4%
CN(CCOC(=O)c1cc2ccccc2o1)C1CN(Cc2cn(Cc3ccccc3F)nn2)S(=O)(=O)C1 (stereo unspecified),12%
COc1ccc(N(C(=O)c2ccc(Cl)cc2)S(=O)(=O)c2ccc(C)cc2)cc1,-26%
Cc1ccccc1Nc1nnc(-c2ccc(C(=O)NCCO)cc2)c2ccccc12,-2%
CCC(C)n1c(SCC(=O)N2CCOCC2)nc2c1c(=O)n(C)c(=O)n2C (stereo unspecified),-8%
Cn1cccc1-c1cc(C(=O)N2CCOCC2CC(=O)Nc2ccccc2)[nH]n1 (stereo unspecified),?
CCc1ccc(S(=O)(=O)c2nnn3c2nc(NCCOC)c2ccccc23)cc1,?
COc1ccccc1CNc1nc2ccc(Cl)cc2n2cnnc12,-1%
O=C(CC1CCCCC1)N1CC2CC(C1)[C@H]1CCCC(=O)N1C2 (stereo partly specified),29%
CCc1nn2c(-c3ccco3)ccnc2c1-c1ccc(F)cc1,-12%
Cc1cnc(C(=O)N[C@@H]2CCC[C@@H]2C(=O)NCc2cc(F)cc(F)c2)cn1,13%
CC1Oc2ccc(NC(=O)c3cccs3)cc2CN(CCOc2ccccc2)C1=O (stereo unspecified),?
CC1=C[C@@H](CNC(=O)c2ccco2)[C@H](C(C)C)C[C@H]1CC(=O)N(C)Cc1ccccc1,5%[86.2 µM]
CC1=C[C@@H](CN2CCN(C)CC2)[C@H](C(C)C)C[C@H]1Cc1nnc(-c2ccc(C)cc2)o1,?
Cc1cccc(NC(=O)COc2ccc3oc4c(c3c2)CCCC4)c1,?
Cc1nn2c(N3CCCC3)c3c(nc2c1-c1ccccc1)CCC3,?
CC(=O)N1CCC2(CC1)CN(C(=O)Cc1c(C)noc1C)Cc1ccccc1O2,6%[115 µM]
O=C(NCCN1CCCC1)C1Cn2cccc2C(=O)N1Cc1cccnc1 (stereo unspecified),?
CC(C)c1nnc(SCC(=O)NC2CCCCCC2)o1,12%
CC(C)Cc1nn2c(=O)cc(COC(=O)c3ccccc3NC(=O)c3ccccc3)nc2s1,-15%
COC(=O)CSc1nc(N2CCOCC2)c2c(c1C#N)CC(C)(C)OC2,0%
O=C(c1ccoc1)N1CCC(c2nc(-c3ccccc3)no2)C1 (stereo unspecified),-13%
COc1ccc(OC)c(CNC(=O)C2Cn3cccc3C(=O)N2)c1 (stereo unspecified),-17%
Cc1ccc(CNC(=O)c2ccc3c(c2)NC(=O)C(CS(=O)(=O)Cc2cccc(F)c2)N3)cc1 (stereo unspecified),?
Cc1ccc(NC(=O)C(Cc2ccccc2)NS(=O)(=O)c2ccc3c(c2)c(=O)n(C)c(=O)n3C)cc1 (stereo unspecified),-16%
O=C(CN1C(=O)NC(c2ccc(Cl)cc2)C2=C1COC2=O)NCc1ccccc1Cl (stereo unspecified),-3%
COc1cccc(Nc2ncc(-c3cccnc3)c3c2OCC3)c1,32µM*
COc1cccc(CNC(=O)c2c(C)noc2-c2ccccc2OC)c1,?
Cc1ccc(NC(=O)CCc2ncc(-c3ccccc3F)o2)cc1,11%
Cc1ccccc1OCc1cc(=O)n2c(-c3ccccc3)csc2n1,-17%
CC(C)(C)C(=O)CSc1nc2ccsc2c(=O)n1Cc1ccccc1Cl,-16%
O=C(/C=C/Nc1cccc(C(F)(F)F)c1)c1ccc(Br)cc1,?
Cc1cc(OC2CN(Cc3ccnn3C)C2)ccc1F,-2%[86.2 µM]
COc1ccc(CCNC(=O)CN2C(=O)COc3ccc(C)cc32)cc1OC,-4%
O=C(Cc1ccsc1)Nc1ccc2c(c1)CCC(=O)N2,-10%
CC1(C)CC2(CCO1)OC(=O)CC2C(=O)Nc1ccc(Br)cc1 (stereo unspecified),26%
Cc1cc(=O)[nH]c(NCCNc2cc(C3CC(N)C3)nc(N(C)C)n2)n1 (stereo unspecified),?
O=C(c1ccccc1)c1cc2cc(Cl)ccc2[nH]1,11%
Cc1nc2ccn(Cc3cccnc3)c(=O)c2cc1C(=O)NCc1ccccc1,?
Cc1c(C(=O)C(=O)Nc2ccc(C(C)C)cc2)c2ccccc2n1C,15%
O=C(O)CCC(=O)N[C@H]1CCN2C(=O)c3cc(-c4cccs4)ccc3NC(=O)[C@H]12,35µM*
CCCn1c(C)cc(C(=O)CSc2nc3nc(C)cc(C)n3n2)c1C,-7%
CC(C)CCNC(=S)Nc1ccc(SC(F)F)cc1,0%
CC1=C[C@@H](CNCCN(C)C)[C@H](C(C)C)C[C@H]1Cc1nnc(-c2ccc(C)cc2)o1,37%[86.2 µM]

# 2 entries drawn at random from the list so far:
SMILES,KDM5B inhibitor
COc1cccc(Nc2ncc(-c3cccnc3)c3c2OCC3)c1,32µM*
O=C(/C=C/Nc1cccc(C(F)(F)F)c1)c1ccc(Br)cc1,?

# Further structures follow:
SMILES,KDM5B inhibitor
NC(=O)C1(c2nc(-c3ccncc3)nn2-c2ccc3c(c2)OCCO3)CC1,40%[activator]
Cc1cccc(N/C=C/C(=O)C(F)(F)F)c1,15%
CNC(=O)C1(N2CCC[C@H]2C(=O)NCCOC)CCCCC1,-2%[86.2 µM]
Cc1ccsc1CN(C(=O)c1ccc(OCC(C)C)cc1)C1CCS(=O)(=O)C1 (stereo unspecified),-11%
CCc1nnc(NC(=O)c2cc(-c3ccco3)nc3ccccc23)s1,-16%
Cc1cccc2c1ccn2CCC(=O)Nc1nnc(C2CC2)s1,3%
CN(C(=O)c1ccccc1Cl)C1CCc2ccccc21 (stereo unspecified),-20%[86.2 µM]
CC(CN)(CN1CCOCC1)c1ccccn1 (stereo unspecified),12%[149 µM]
N#Cc1ccccc1NC(=O)CSc1nnc(N)s1,-33%
CC(=O)N1CCC2(CC1)CN(C(=O)NC(C)C)Cc1ccccc1O2,21%[115 µM]
O=C(C[C@H]1NC(=O)c2ccccc2NC1=O)Nc1nnc(C2CCCO2)s1 (stereo partly specified),12%
CCOC(=O)CNC(=O)c1ccc(SCC)cc1,13%
COc1ccc(-n2ccnc(NCc3cccs3)c2=O)cc1OC,-4%
CNC(=O)[C@H]1C[C@H](Oc2ccccc2)CN1C(=O)c1cc(-c2ccc(F)cc2)n[nH]1,-13%
Cc1cc(C)cc(OCCOC(=O)c2cc(Cl)ccc2O)c1,?
CC(=O)c1cccc(NC(=O)C(C)Sc2cc(Cl)ccc2Cl)c1 (stereo unspecified),-3%
c1csc(CNC23CC4CC(CC(C4)C2)C3)c1,-5%
Cc1cccc(C)c1-n1ncc(C(=O)NC2CCCC2)c1C1CCN(C(=O)OC(C)(C)C)CC1,14%
CCc1cccc2c(C(=O)O)cc(-c3ccnn3CC)nc12,-14%
COC(=O)c1ccc(C(=O)OC)c(NC(=O)COc2ccc(C)cc2)c1,4%
CCn1c(C(=O)Nc2c(C)cccc2C)cc2sc(Cl)cc21,1%
O=C(CCn1cnnn1)N1CCCC(CCc2cccc(C(F)(F)F)c2)C1 (stereo unspecified),26%
O=C(C1CCN(c2cnn(CC3CC3)c(=O)c2)C1)N1CCc2ccccc2C1 (stereo unspecified),13%
CCCNC(=O)Cc1ccc(N(Cc2ccc(OC)cc2)C(=O)c2ccco2)cc1,1%
O=C1/C(=C/c2ccccn2)SC(=S)N1Cc1ccccc1,-1%
Cn1nc(CC(=O)Nc2ccc(S(=O)(=O)N3CCCCCC3)cc2)c2ccccc2c1=O,7%
CC(Cc1cccs1)N(Cc1ccc(Cl)cc1)C(=O)c1ccc(C(F)(F)F)cc1 (stereo unspecified),11%
CCOc1ccccc1NC(=O)C(NC(=O)C1CCC(C)CC1)C(C)C (stereo unspecified),42%
CCN1C(=O)CCc2cc(NC(=O)c3cc(F)cc(F)c3)ccc21,8%
O=C(NCCNS(=O)(=O)c1cccc2nonc12)c1cccc2[nH]ccc12,6%
CCNC(=O)N1CCCCCC1CN1CCCC1 (stereo unspecified),-10%
Cc1noc(C)c1S(=O)(=O)NCCc1ncc(C)n1C1CC1,7%
Cc1ccccc1CNC(=O)c1nccnc1N,?
CC(=O)Nc1cc(C(=O)NCc2ccc(F)cc2)ccc1Sc1ccc(C)cc1,-27%
O=C(NCc1ccc2c(c1)OCCO2)N1CCN(S(=O)(=O)c2cc(F)ccc2F)CC1,-1%
c1ccc(-c2cn(-c3ccccc3)c3ncnc(N4CCN(c5ccccc5)CC4)c23)cc1,7%
Cc1n[nH]c(C)c1CN1CCC2(CC1)CN(Cc1ccccc1)CC2CO (stereo unspecified),-22%
O=C(Nc1ccc2oc(-c3cccc(I)c3)nc2c1)c1cccc([N+](=O)[O-])c1,14%
O=C1[C@@H]2C[C@@H](CN2Cc2ccccn2)Oc2ccccc2N1CC1CC1,?
O=C1Nc2ccc(Br)cc2C(=O)N2CC[C@H](NS(=O)(=O)c3cccs3)C[C@@H]12,-17%

# At a glance, some entries already given.
SMILES,KDM5B inhibitor
O=C(CCn1cnnn1)N1CCCC(CCc2cccc(C(F)(F)F)c2)C1 (stereo unspecified),26%
O=C(C1CCN(c2cnn(CC3CC3)c(=O)c2)C1)N1CCc2ccccc2C1 (stereo unspecified),13%
CCCNC(=O)Cc1ccc(N(Cc2ccc(OC)cc2)C(=O)c2ccco2)cc1,1%
O=C1/C(=C/c2ccccn2)SC(=S)N1Cc1ccccc1,-1%
Cn1nc(CC(=O)Nc2ccc(S(=O)(=O)N3CCCCCC3)cc2)c2ccccc2c1=O,7%
CC(Cc1cccs1)N(Cc1ccc(Cl)cc1)C(=O)c1ccc(C(F)(F)F)cc1 (stereo unspecified),11%
CCOc1ccccc1NC(=O)C(NC(=O)C1CCC(C)CC1)C(C)C (stereo unspecified),42%
CCN1C(=O)CCc2cc(NC(=O)c3cc(F)cc(F)c3)ccc21,8%
O=C(NCCNS(=O)(=O)c1cccc2nonc12)c1cccc2[nH]ccc12,6%
CCNC(=O)N1CCCCCC1CN1CCCC1 (stereo unspecified),-10%
Cc1noc(C)c1S(=O)(=O)NCCc1ncc(C)n1C1CC1,7%
Cc1ccccc1CNC(=O)c1nccnc1N,?
CC(=O)Nc1cc(C(=O)NCc2ccc(F)cc2)ccc1Sc1ccc(C)cc1,-27%
O=C(NCc1ccc2c(c1)OCCO2)N1CCN(S(=O)(=O)c2cc(F)ccc2F)CC1,-1%
c1ccc(-c2cn(-c3ccccc3)c3ncnc(N4CCN(c5ccccc5)CC4)c23)cc1,7%
Cc1n[nH]c(C)c1CN1CCC2(CC1)CN(Cc1ccccc1)CC2CO (stereo unspecified),-22%
O=C(Nc1ccc2oc(-c3cccc(I)c3)nc2c1)c1cccc([N+](=O)[O-])c1,14%
O=C1[C@@H]2C[C@@H](CN2Cc2ccccn2)Oc2ccccc2N1CC1CC1,?
O=C1Nc2ccc(Br)cc2C(=O)N2CC[C@H](NS(=O)(=O)c3cccs3)C[C@@H]12,-17%

# Other records
SMILES,KDM5B inhibitor
CCOc1ccc2c(c1)cc(C(=O)NCc1ccco1)n2C,?
OCc1cnc(SCc2cccc(F)c2)n1Cc1ccc(F)cc1,-15%
O=C(Nc1c(F)c(F)c(F)c(F)c1F)C12CC3CC(CC(C3)C1)C2,24%
COc1ccccc1CC(=O)N1CCC2(CC1)N=C(c1ccccc1)NO2,-8%
Cn1ncc(N2CCC(CNC(=O)c3cccc(CO)n3)C2)cc1=O (stereo unspecified),-4%
Cc1ccc(NC(=O)C(CC(C)C)N2Cc3ccccc3C2=O)cc1F (stereo unspecified),-5%
COc1ccc(CCNC(=O)c2ccc3c(c2)nc2n3CCC(C)C2)cc1OC (stereo unspecified),?
Cc1ccc(NS(=O)(=O)c2ccc(-c3cnc(C)o3)cc2)c(Cl)c1,-20%
Cc1nn(Cc2cccc(F)c2)c(C)c1NC(=O)Nc1ccc2c(c1)OCO2,12%
CC(C)(C)c1ccc(C(=O)NNc2cc(Cl)cc(Cl)c2)cc1,28%
COc1ccc2c(C)c(CC(=O)NC3CCCCCC3)c(=O)oc2c1OC,-16%
CC1CCC(C(=O)Nc2ccc(-c3nnc4n3CCCC4)cc2)CC1 (stereo unspecified),-9%
CCCN1CCN(CC(=O)Nc2scc(-c3ccc(Cl)cc3)c2C(=O)OC)CC1,-19%
CCOC(=O)c1c(SCC(=O)Nc2nc3ccccc3s2)nc(=O)[nH]c1C,-7%
CC#CCn1cc2c3c(cccc31)[C@H](CC(C)C)N[C@H](C(=O)NCCN1CCOCC1)C2,?
O=C(NCc1cccs1)c1cnccn1,16%

# These rows are one share of the data; count on the stated rates, not on these rows.
